Bioassay records as filed in PubChem BioAssay.
rCAG binder: molecules binding r(CAG) RNA repeats | r(CAG) RNA repeat, TO-PRO-1 dye displacement fluorescence | inhibition, % at 3 µM | 370,000 tested, 1.3% active | AID 651821;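 active = inhibition above the plate cutoff, the mean of all test compounds on that plate plus 3 SD, cut at about 35% in these data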;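 also: 0% = DMSO alone and 100% = 100 µM mitoxantrone as full dye displacement; higher means more dye released from RNA so lower well fluorescence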
Tn6 DDE FP: DD(E)-Tn6 binding inhibition, primary FP screen; AID 720509; 370,000 tested, 0.21% active; Fibrin DD(E) TRITC-Tn6 fluorescence polarization displacement; inhibition, % at 8.3 µM; P02675;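 active = inhibition above a per-campaign cutoff: mean of compounds within control limits plus 3 SD, cut at about 15% in these data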;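 also: 0% = median of all compound wells on the plate and 100% = blocking peptide control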
proKLK7 act: activates the human kallikrein-7 zymogen. purified proKLK7, EDANS-DABCYL substrate fluorescence; 100% is mature enzyme control, 0% vehicle. AID 652039. P49862. activation, % at 7 µM. 370,000 tested, 0.9% active;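 active = activation above the mean of all tested compounds plus 3 SD, computed per campaign excluding outliers beyond control limits, cut at about 13% in these data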
ARFGAP1 inh: inhibitors of rat ARFGAP1; AID 651572; inhibition, % at 16.5 µM; Arfgap1-stimulated ARF1 GTP hydrolysis, GDP FP detection; Q62848; 360,000 tested, 0.26% active;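 active = inhibition above a per-plate limit, mean inhibition of low control wells plus 3 SD, cut at about 25% in these data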;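 also: 0% = DMSO wells with enzyme and 100% = wells lacking Arfgap1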
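Assay system: purified rat His6-Arfgap1 residues 1-136 (GAP domain); Reagent: human Δ17 ARF1 bound to GTP; Dosing: 16.5 µM single point, 1.26% DMSO; Times: GTP hydrolysis reaction 2 h at 25 °C; Signal: FP, GDP Alexa 633 tracer displaced from anti-GDP antibody, 620/688 nm; Measure: % inhibition from polarization.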
NPR2 activator: GC-B (human) receptor activation. P20594. HEK293-GC-B cells, CNP EC30, cGMP TR-FRET; 0% at EC30 CNP, 100% saturating CNP. activation, % at 10 µM. 370,000 tested, 0.11% active;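 active = activation at 10 µM reaching about 35% in either raw or pattern-adjusted values, limit read from the data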
Target sequence (P20594 whole entry, looked up): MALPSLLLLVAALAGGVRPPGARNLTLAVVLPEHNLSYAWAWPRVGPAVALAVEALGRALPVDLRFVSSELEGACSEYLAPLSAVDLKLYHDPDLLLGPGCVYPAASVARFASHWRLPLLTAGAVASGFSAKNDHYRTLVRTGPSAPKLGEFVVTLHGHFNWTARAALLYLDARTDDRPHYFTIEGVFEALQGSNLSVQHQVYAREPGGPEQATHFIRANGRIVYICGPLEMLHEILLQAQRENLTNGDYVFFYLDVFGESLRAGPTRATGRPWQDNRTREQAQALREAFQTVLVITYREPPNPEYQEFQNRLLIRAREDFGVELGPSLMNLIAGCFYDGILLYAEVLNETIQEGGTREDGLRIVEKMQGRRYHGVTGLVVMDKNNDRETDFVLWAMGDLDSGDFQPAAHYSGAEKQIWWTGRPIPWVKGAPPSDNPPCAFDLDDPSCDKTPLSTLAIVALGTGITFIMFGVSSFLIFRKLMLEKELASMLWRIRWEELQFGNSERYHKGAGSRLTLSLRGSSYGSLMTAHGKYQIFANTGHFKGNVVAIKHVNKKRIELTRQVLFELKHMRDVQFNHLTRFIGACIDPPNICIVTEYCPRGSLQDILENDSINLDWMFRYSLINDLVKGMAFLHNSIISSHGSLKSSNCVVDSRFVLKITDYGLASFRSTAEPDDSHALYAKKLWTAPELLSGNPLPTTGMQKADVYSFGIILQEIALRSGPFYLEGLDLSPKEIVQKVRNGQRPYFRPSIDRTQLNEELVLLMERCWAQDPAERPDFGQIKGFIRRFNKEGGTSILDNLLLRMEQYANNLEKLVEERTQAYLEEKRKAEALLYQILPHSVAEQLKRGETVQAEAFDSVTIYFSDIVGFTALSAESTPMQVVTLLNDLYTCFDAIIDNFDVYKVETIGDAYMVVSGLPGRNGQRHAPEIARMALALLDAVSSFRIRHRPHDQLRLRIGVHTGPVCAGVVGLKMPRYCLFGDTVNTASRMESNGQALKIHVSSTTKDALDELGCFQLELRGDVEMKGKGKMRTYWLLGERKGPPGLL
FXN GAA850 act: frataxin GAA850 promoter activation. 360,000 tested, 0.56% active. activation, % at 6 µM. HEK293 lucGAA850 FXN promoter luciferase reporter, 24 h; percent of 10 µM SAHA response;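 active = activation above the average of all compounds screened plus 3 SD, cutoff fixed separately per campaign, cut at about 7.5% in these data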;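 also: 0% = DMSO wells and 100% = 10 µM SAHA wells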
ADAM10 inh: ADAM10 inhibition, QFRET primary screen | inhibition, % at 7 µM | 370,000 tested, 0.62% active | recombinant ADAM10, EDANS/DABCYL FRET peptide cleavage, 3 h;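 active = inhibition above a per-campaign cutoff equal to the mean of compounds falling between control-based bounds plus 3 SD, cut at about 20% in these data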;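 also: 0% = DMSO wells while the 100% control is not disclosed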
NPR1 activator: GC-A (human) enzyme activation | HEK293 GC-A cells, cGMP TR-FRET, EC30 ANP; 0% at EC30 ANP, 100% saturating ANP | activation, % at 10 µM | 370,000 tested, 0.14% active | AID 1671463; in the data active = activation above about 40%
ASAP1 GAP inh: inhibitors of human ASAP1 ArfGAP activity. Q9ULH1. inhibition, % at 16.5 µM. ASAP1-stimulated ARF1 GTP hydrolysis, GDP FP detection. AID 624377. 360,000 tested, 0.19% active; in the data active = inhibition above about 25%;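 also: 0% = vehicle with enzyme and substrate and 100% = no enzyme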
HGIII-sPLA2 inh: Blocks human group III sPLA2 activity. QFRET BODIPY PC-A2 liposome hydrolysis, fluorescence. inhibition, % at 12.2 µM. 370,000 tested, 0.56% active. AID 743126;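 active = inhibition above mean plus 3 SD of compounds lying within the high and low control bounds, cut at about 19% in these data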;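 also: 0% = median of test compound wells and 100% = no enzyme DMSO wells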
* marks the source's active call; other numbers are inactive results; . = not tested or not shown; & = joins results of further samples.

SMILES	rCAG binder	Tn6 DDE FP	proKLK7 act	ARFGAP1 inh	NPR2 activator	FXN GAA850 act	ADAM10 inh	NPR1 activator	ASAP1 GAP inh	HGIII-sPLA2 inh
COC(CNS(=O)(=O)c1ccc(Cl)cc1)c1ccccc1 (configuration not stated)	-3.3	-4.0	0.3	-5.1	-13.9	2.5	2.1	-15.8	-1.1	-6.5
O=C(/C=C/[C@H]1O[C@@H](n2cnc3c(NC(=O)c4ccccc4)ncnc32)[C@H](O)[C@@H]1O)NCc1ccco1	-0.3	-4.7	-0.1	15.9	-6.3	.	-150.1	-1.9	10.4	1.9
CCOc1ccc(Br)cc1S(=O)(=O)Nc1ccc(Cl)c(S(=O)(=O)N(C)C)c1	35.8*	-4.3	-0.7	-2.1	1.3	-3.2	9.4	-4.5	-9.3	-39.9
Cc1cc(C(=O)CCC(=O)N2CCN(S(=O)(=O)c3ccccc3)CC2)c(C)s1	-4.2	0.3	0.4	-5.9	0.5	-1.8	-9.8	-2.9	-2.4	1.7
COCCCNC(=O)C1CCN(c2ncccn2)CC1	-0.6	2.9	0.4	-0.3	4.4	0.2	-39.6	2.4	2.6	5.4
Cc1ccc(C)n1-c1nc(=S)[nH][nH]1	11.2	5.6	0.2	10.1	0.4	1.4	2.2	5.8	2.7	-5.3
O=c1c2cc3c(=O)n(-c4ccccc4O)c(=O)c3cc2c(=O)n1-c1ccccc1O	1.7	3.3	0.3	2.6	-0.9	-0.4	-2.3	1.4	8.9	7.4
CCNc1nc2c(c(=O)[nH]c(=O)n2C)n1Cc1ccc(F)cc1	0.0	8.8	-0.4	-2.6	2.9	0.6	-9.4	7.2	-11.2	3.5
COc1ccc(NC(=O)Nc2ccc3c(c2)C(=O)N([C@H](C)CO)C[C@H](C)[C@@H](CN(C)Cc2ccc(Cl)c(Cl)c2)OCCCC[C@@H](C)O3)cc1	19.4	-12.8	-0.5	6.4	6.2	-3.4	21.2*	-1.6	-4.9	-18.6
COc1ccc(C(C)NC(=O)C23CC4CC(CC(C4)C2)C3)cc1 (configuration not stated)	-5.1	-5.2	-0.5	-2.7	6.2	0.1	2.6	-1.4	-9.2	0.2
Cc1cccc(N2CCN(CC(O)COCc3cccs3)CC2)c1C (configuration not stated)	-3.6	6.9	-0.3	-1.6	0.5	1.2	6.7	-1.8	-12.0	-2.6
CC(NC(=O)c1ccccc1Br)c1ccc2c(c1)CCCC2 (configuration not stated)	-3.4	5.2	-0.4	-3.7	-0.8	-2.1	1.2	1.0	4.5	0.9
CC1CC(C)CN(CCCNC(=O)c2cn(C)c3ccc(S(=O)(=O)N4CCCC4)cc3c2=O)C1 (configuration not stated)	-4.3	1.8	0.5	-4.0	3.4	3.8	5.4	3.4	1.3	-1.7
O=C(Nc1c(C(=O)N2CCOCC2)cnn1-c1ccccc1)c1ccco1	0.4	-0.4	-0.3	-5.7	6.3	-0.3	5.2	2.6	-4.3	0.2
O=C(N/N=C/c1cc2cc3c(cc2nc1Cl)OCCO3)c1ccccc1O	5.0	1.9	0.2	11.8	0.5	0.8	0.5	-3.3	1.4	2.0
CNc1nc(-c2ccc3c(c2)CCN3C(=O)c2ccc(F)cc2)cs1	7.0	1.1	-0.1	8.8	-0.7	-0.5	4.3	5.4	2.2	6.8
COCCCNC(=O)CS(=O)(=O)Cc1nc(-c2cccc(OC)c2)oc1C	4.0	9.6	0.2	-2.9	4.3	-1.9	-0.7	0.0	5.8	-2.6
Cc1ccc(-n2ncc(C#N)c2N)cc1	1.9	-1.6	-0.2	-2.1	-1.8	0.6	3.3	-1.2	-0.4	2.1
COc1ccccc1C(=O)NCCC(=O)NNC(=O)C1COc2ccccc2O1 (configuration not stated)	-1.4	-1.8	0.0	-2.1	-2.1	0.6	-0.4	-1.3	-8.8	3.9
COc1ccc(OC)c(NC(=O)N2CCCC(C)C2)c1 (configuration not stated)	-2.9	-2.2	-0.7	-7.8	-0.3	2.0	0.0	-0.7	13.9	-5.2

Record cards, as listed above. Order of values: rCAG binder | Tn6 DDE FP | proKLK7 act | ARFGAP1 inh | NPR2 activator | FXN GAA850 act | ADAM10 inh | NPR1 activator | ASAP1 GAP inh | HGIII-sPLA2 inh
Entry for CCOc1ccc(Br)cc1S(=O)(=O)Nc1ccc(Cl)c(S(=O)(=O)N(C)C)c1 : 35.8* | -4.3 | -0.7 | -2.1 | 1.3 | -3.2 | 9.4 | -4.5 | -9.3 | -39.9
Entry for COc1ccc(NC(=O)Nc2ccc3c(c2)C(=O)N([C@H](C)CO)C[C@H](C)[C@@H](CN(C)Cc2ccc(Cl)c(Cl)c2)OCCCC[C@@H](C)O3)cc1 : 19.4 | -12.8 | -0.5 | 6.4 | 6.2 | -3.4 | 21.2* | -1.6 | -4.9 | -18.6
Entry for COCCCNC(=O)C1CCN(c2ncccn2)CC1 : -0.6 | 2.9 | 0.4 | -0.3 | 4.4 | 0.2 | -39.6 | 2.4 | 2.6 | 5.4

Next part:
SMILES	rCAG binder	Tn6 DDE FP	proKLK7 act	ARFGAP1 inh	NPR2 activator	FXN GAA850 act	ADAM10 inh	NPR1 activator	ASAP1 GAP inh	HGIII-sPLA2 inh
COC(=O)C1CSC(C(=O)OC)N1C(=O)Nc1ccccc1 (configuration not stated)	-1.1	1.3	-0.2	0.0	-5.1	2.2	0.7	-0.2	2.3	-3.2
CC(=O)Nc1cccc(/C(C)=N/NC(=O)c2ccc(CN3CCOCC3)cc2)c1	-0.2	-3.2	-0.6	-3.7	-1.9	0.9	-4.1	-3.9	0.6	6.0
C[C@@H]1COc2cc(Br)ccc2S(=O)(=O)N1Cc1cn(CCC2OCCCO2)nn1	3.4	0.6	0.3	.	0.9	.	-9.1	3.0	.	9.0
Cc1cccc(NC(=O)c2cccc(S(=O)(=O)Nc3ccccc3C(=O)O)c2)c1	52.0*	3.1	0.0	-5.7	-1.1	0.6	3.0	-1.3	8.7	-47.1
C=CCNC(=O)c1ccc(Cn2c(=S)[nH]c3cc4c(cc3c2=O)OCO4)cc1	7.9	3.7	1.1	2.5	0.5	1.7	-3.3	-2.2	6.9	1.5
Cc1ncoc1C(=O)N1CCCC(C(=O)c2ccc(C(F)(F)F)cc2)C1 (configuration not stated)	-1.9	2.4	-0.4	-0.2	-16.1	2.3	-16.6	-6.2	3.0	4.4
COc1ccc(OC)c(NC(=O)c2csc(Cl)c2OC)c1	-2.5	0.5	-0.2	3.3	0.1	1.8	7.7	1.0	-9.1	-1.7
CCc1ccc(/C=C2/SC(=S)N(CC(=O)Nc3nc4ccccc4s3)C2=O)cc1	26.7	-0.1	0.6	-4.7	3.4	-0.5	4.6	-2.4	-0.4	2.1
Cc1ccc(NC(=O)C2CCN(S(=O)(=O)c3cccs3)CC2)cc1	-2.4	4.8	0.0	-4.0	2.7	-0.4	4.3	-3.4	3.0	-7.2
COCCn1c(-c2ccccc2)cnc1N	-1.5	1.0	0.1	11.8	4.0	2.0	-11.8	-4.0	-1.5	5.8
COC(=O)c1sc(N)c(C(=O)OC)c1CSc1nnnn1C	-0.6	-1.8	-0.3	6.0	14.5	1.0	17.6	6.5	2.2	5.0
NC(=O)c1nsc(C(=O)N(Cc2cccnc2)C(C(=O)NCc2ccc(F)cc2)c2ccc(O)cc2)c1N (configuration not stated)	7.4	2.4	7.1	9.9	-1.9	1.0	-217.2	-0.1	-15.2	2.6
Cc1ccc(C(=O)N2CCOCC2)cc1[N+](=O)[O-]	1.3	3.0	-0.4	0.5	6.2	2.9	-2.4	5.1	10.8	-1.9
O=C(CCc1nnc(CCCCc2ccccc2)o1)NCCC1CCCCO1 (configuration not stated)	-10.4	5.3	-0.1	-8.0	4.4	0.5	-5.1	-1.2	7.5	-2.6
Cc1ccc(Nc2nc(NCCCN3CCOCC3)nc(N)c2[N+](=O)[O-])cc1	1.1	-0.9	-0.6	5.1	1.1	-0.6	3.5	-1.5	9.3	-14.4
Cc1cccc(OCCSc2cc(C)nc(N)n2)c1	-1.3	-5.3	-0.3	-12.6	6.3	4.0	12.1	1.9	20.5	-11.1
CCc1nc2cc(C)nn2c2nc3ccccc3n12	2.1	-6.3	-0.3	-0.7	-4.8	4.0	3.9	2.9	8.8	3.3
O=c1c2c(-c3ccc(Cl)cc3)csc2nc2n1CCC2	3.8	-2.1	0.1	5.5	-3.1	1.6	0.7	2.7	-5.1	2.6
COc1nc(C)nc2c1sc(=S)n2C	1.0	4.7	0.3	-3.6	2.6	-0.5	2.7	7.6	0.9	1.3
O=C(NCc1ccc(Cl)cc1)C1CCCN1C(=O)Nc1ccccc1 (configuration not stated)	-1.4	-4.5	-0.6	-3.3	-3.6	3.0	11.9	-6.6	-4.0	4.7

Reprinted from the part before: 2 compounds, followed by the next part.
SMILES	rCAG binder	Tn6 DDE FP	proKLK7 act	ARFGAP1 inh	NPR2 activator	FXN GAA850 act	ADAM10 inh	NPR1 activator	ASAP1 GAP inh	HGIII-sPLA2 inh
COc1nc(C)nc2c1sc(=S)n2C	1.0	4.7	0.3	-3.6	2.6	-0.5	2.7	7.6	0.9	1.3
O=C(NCc1ccc(Cl)cc1)C1CCCN1C(=O)Nc1ccccc1 (configuration not stated)	-1.4	-4.5	-0.6	-3.3	-3.6	3.0	11.9	-6.6	-4.0	4.7
CS(=O)(=O)c1ccc2nc(NC(=O)CS(=O)(=O)Cc3ccccc3)sc2c1	22.3	-16.3	0.4	0.2	-1.3	1.8	10.6	-2.8	-2.2	-28.4
CC/S(CC1CC1(Cl)Cl)=N\S(=O)(=O)c1ccc(C)cc1 (configuration not stated)	-0.3	9.2	0.2	6.1	2.1	0.1	1.5	10.4	-4.3	-2.2
CCOc1cc(C(C(=O)NCC2CCCO2)N(C(=O)Cn2nnc3ccccc32)c2ccccc2C)ccc1O (configuration not stated)	-5.9	1.2	0.5	11.0	-6.7	-6.1	9.1	4.7	0.5	-11.8
C=CCN(CC#CC1=CCCCC1)CC1CC1	-1.4	2.9	0.0	.	7.5	.	-66.2	0.3	.	2.7
CCCN1CCN(CC(=O)Nc2cc(OCC)ccc2OCC)CC1	-2.9	2.0	0.0	-2.0	5.2	-1.0	-3.2	-0.5	-14.1	-2.1
OC(c1ccccc1)(c1ccccc1)C1CCN(CCCOc2ccccc2)CC1	-1.3	0.3&2.1	0.0	6.7	-18.3&-9.6	.	3.9&-3.0	-15.0&-15.3	0.8	-15.7&-15.4

No enrichment for hits; any-hit rate near 4.5%.
